SRC3 TRFRET art: TR-FRET detection interference compounds, artefact control for PPARgamma SRC-3 recruitment agonists, biochemical, TR-FRET ratio; 99,000 compounds, 0.39% hits; AID 1048, 2008; TR-FRET ratio at 8 µM; TR-FRET artefact counter-screen, PPARgamma/SRC-3 format; stronger effect = higher value; in the data active = TR-FRET ratio above about 2000; note: inactives centre near 1600
SRC1 TRFRET art: TR-FRET detection interference compounds, primary screen, artefact control for PPARgamma SRC-1 recruitment agonists, biochemical, TR-FRET emission ratio; AID 1051, 2008; TR-FRET ratio at 8 µM; TR-FRET detection artefact counter-screen; stronger effect = higher value; 99,000 compounds, 0.34% hits; in the data active = TR-FRET ratio above about 2300; note: inactives centre near 1800
The depositor's hits bear a star.

Screens in order: SRC1 TRFRET art	SRC3 TRFRET art
1. Cc1ccc(NC(=O)C(C)OC(=O)CCNS(=O)(=O)c2ccc(C)cc2)cc1 (centres undefined)
    1905	1323
2. COc1cc2c(cc1OC)CN(CC(=O)Nc1ccc(S(=O)(=O)N(C)C)cc1)CC2
    1651	1499
3. O=C1NC(=O)/C(=C/C(=O)N2CCOCC2)S1
    1750	1583
4. CCC(C)NC(=O)CCC(=O)Nc1ccc2nc(N3CC(C)CC(C)C3)cc(C)c2c1 (centres undefined)
    1783	1726
5. Cc1ccc(C)c(Nc2nc(N)c3ccccc3n2)c1
    1884	1715
6. CC1CN(Cc2csc(-c3ccc(Cl)cc3)n2)CC(C)O1 (centres undefined)
    1473	1646
7. CCC(=O)NC(c1cccs1)c1cc(Cl)c2cccnc2c1O (centres undefined)
    1768	1685
8. CC(NC(=O)C(=O)NN=C1CCC(C(C)(C)C)CC1)c1ccccc1 (centres undefined)
    1851	1613
9. Cc1ccc(C(=O)N/N=C\C=C\c2ccccc2[N+](=O)[O-])cn1
    1684	1618
10. O=C(CNC(=S)N(CCCN1CCOCC1)Cc1cccs1)NCCCN1CCOCC1
    1695	1619
11. COc1ccccc1/C=N/NC(=O)c1ccc(-c2ccccc2)cc1
    1970	1814
12. COc1ccc2nc(C)cc(SCC(=O)N/N=C/c3c(OC)ccc4ccccc34)c2c1
    1719	1554
13. O=C(COC(=O)c1oc2ccccc2c1CSc1ccc(Cl)cc1)NC1CCCC1
    1963	1706
14. COc1ccc(C)cc1S(=O)(=O)n1nc(C)cc1C
    1771	1756
15. NS(=O)(=O)c1ccc2nc(NC(=O)c3ccc(Br)o3)sc2c1
    1953	1660
16. N#C/C(=C\Nc1ccc2cn[nH]c2c1)c1nc(-c2ccc(Cl)cc2)cs1
    1777	1206
17. CC(=O)c1ccc(NC(=O)CC(NCCC2=CCCCC2)C(=O)O)cc1 (centres undefined)
    1656	1485
18. NS(=O)(=O)c1ccc(NC(=O)COC(=O)COc2ccc3ccccc3c2)cc1
    1828	1612
19. Cc1ccccc1Nc1c(-c2cccnc2)nc2cccc(C)n12
    1797	1563
20. CC(C)(C)c1ccc(-c2noc(CCC(=O)N3CCOCC3)n2)cc1
    1843	1531
21. CC(=O)Nc1cccc(C(=O)OCC(=O)c2ccccc2Cl)c1
    1671	1616
22. CCOC(=O)C(NC(=O)NCc1ccccc1OC)(OCC)C(F)(F)F (centres undefined)
    1551	1581
23. COC(=O)c1ccc(NC(=O)C2CCCN(S(C)(=O)=O)C2)cc1 (centres undefined)
    2074	1643
24. O=C1c2ccccc2C(=O)N1CC1c2ccccc2CCN1S(=O)(=O)c1cnc[nH]1 (centres undefined)
    1767	1876
25. CC1(C)CC(NC(=O)C23CCC(C)(C(=O)C2=O)C3(C)C)CC(C)(C)N1 (centres undefined)
    1875	1509
26. Cc1c(Cl)cccc1N(Cc1ccc(C(=O)O)cc1)S(=O)(=O)c1ccccc1
    1555	1540
27. COCCNC(=O)C(OC(=O)C1=Cc2ccccc2OC1)C(C)C (centres undefined)
    1771	1650
28. O=C1[C@@H]2[C@@H]3C[C@@H]([C@H]4ON=C(c5ccc(Cl)cc5)[C@@H]34)[C@@H]2C(=O)N1c1ccc2c(c1)OCO2
    2034	1803
29. CCC(C)C(NC(=O)/C(=C\c1ccccc1)NC(=O)c1ccc(OC)cc1)C(=O)O (centres undefined)
    1728	1441
30. COc1cccc2cc(C(=O)c3ccc([N+](=O)[O-])cc3)oc12
    1727	1580
31. CN(NS(C)(=O)=O)c1c(C#N)c(C(F)(F)F)nn1C
    1740	1810
32. O=C(CSc1ccc(-c2ccccc2)nn1)N1CCCc2ccccc21
    1540	1606
33. Cc1cccc(NC2=C(NCCO)C(=O)c3ccccc3C2=O)c1
    1777	1532
34. CN(C)CC/C=C1\c2cc(F)ccc2CSc2ccccc21
    1453	1519
35. Cc1nn(C)c(C)c1/C=N/NC(=O)CCn1cc([N+](=O)[O-])cn1
    1649	1632
36. COc1cccc(NC(=S)N(CCN(C)C)Cc2cccs2)c1
    1789	1377
37. CCCCN1C(=O)CCC(C(=O)O)C1c1ccc(OC)cc1 (centres undefined)
    1868	1716
38. COc1ccccc1-c1ccc(SCC(=O)NCc2ccc3c(c2)OCO3)nn1
    1735	1418
39. COc1ccc(Cc2nnc(NC(=O)c3ccc(OC)c(OC)c3)s2)cc1OC
    2077	1683
40. O=C(NCc1ccc(Cl)cc1)C(=O)NCC1OCCN1C(=O)c1cccs1 (centres undefined)
    1606	1422
41. O=S(Cc1ccc(Br)cc1)Cc1nnc(SCc2c(F)cccc2Cl)n1-c1ccccc1 (centres undefined)
    1751	1555
42. COc1ccccc1N1CCN(C(=O)CN2C(=O)C3CCCCC3C2=O)CC1 (centres undefined)
    1683	1509
43. CCOC(=O)C1CCN(C(=O)COc2ccc(S(=O)(=O)N3CCCC3)cc2C)CC1
    1808	1723
44. CC(C)(C)C(=O)Cn1ncc(Br)c(Br)c1=O
    1541	1607
45. O=C(CSc1nnnn1-c1ccccc1F)NNC(=O)c1ccco1
    1785	1626
46. CC(C)=CCN1CCN(Cc2ccc(C#CC(C)(C)O)cc2)CC1CCO (centres undefined)
    1628	1399
47. CSc1nnc2c(n1)OC1(Nc3ccccc3-2)C(=O)Nc2ccccc21 (centres undefined)
    1731	1400
48. Cc1cccc(Nc2nnc(SCC3CCCCO3)s2)c1 (centres undefined)
    1782	1568
49. Cc1ccc(C)c(N2CCN(C(=O)CCc3nc4ccccc4[nH]3)CC2)c1
    1640	1697
50. N/C(=N\OC(=O)c1ccc(Cl)c([N+](=O)[O-])c1)c1ccccn1
    1680	1742
51. CCOc1ccc(C2C([N+](=O)[O-])=C(C)N(C)C(=O)N2C)cc1OC (centres undefined)
    1763	1639
52. COc1ccc(NS(=O)(=O)c2ccc(O)c(C(=O)OCC(=O)Nc3ccc4c(c3)OCCO4)c2)cc1
    1785	1670
53. O=C(CCCNS(=O)(=O)c1ccc(Cl)c(Cl)c1)NCCc1ccccn1
    1865	1415
54. CN1CCN(CCCNC(=O)c2ccc(/C=C3/Sc4ccccc4N(Cc4cccc(Cl)c4)C3=O)cc2)CC1
    1764	1698
55. COc1cc(C(=O)Nc2c(C)cc(C)cc2C)c(-n2cnnn2)cc1OC
    2091	1653
56. COc1ccc(C(CC(=O)O)NC(=O)c2ccccc2[N+](=O)[O-])cc1 (centres undefined)
    1853	1370
57. O=C1OCCC1Sc1nnc(-c2ccc3c(c2)OCO3)o1 (centres undefined)
    1582	1308
58. Cc1ccc(-n2c(N)c(C(=O)Nc3ccccc3F)sc2=S)cc1C
    1810	1787
59. CC(C)(C)N(Cc1cc2ccccc2[nH]c1=O)C(=O)c1ccco1
    1851	1338
60. Cc1ccc(C(=O)COC(=O)CNC(=O)CNC(=O)c2ccc(C)cc2)cc1
    1625	1619

Next results
Screens in order: SRC1 TRFRET art	SRC3 TRFRET art
61. COc1ccc(CN(C)CC(=O)Nc2sc3c(c2C#N)CCC3)c(OC)c1
    1947	1499
62. Cn1ncc([N+](=O)[O-])c1C(=O)Nc1ccc(C2CCCCC2)cc1
    1780	1578
63. COc1ccccc1CNC(=O)CNC(=O)Cn1cnc2ccccc2c1=O
    1607	1702
64. CCOC(=O)C1=C(O)/C(=C/c2ccccn2)SC1=Nc1ccc(Cl)cc1
    1937	1500
65. CS(=O)(=O)Nc1cccc(C2=NN(S(=O)(=O)c3ccc(F)cc3)C(c3cccs3)C2)c1 (centres undefined)
    1936	1585
66. O=C1CNC(=O)/C1=C/c1ccccc1
    1861	1628
67. CCN(CC)CCNC(=O)Cc1nn(Cc2ccccc2)c(=O)c2ccccc12
    1664	1393
68. Cn1cc(CNCc2cn(C)nc2-c2ccc(C3CCCCC3)cc2)cn1
    1659	1620
69. C/C(CC(=O)Nc1cc(C)ccn1)=N\NC(=O)C(=O)NC(C)C
    1410	1359
70. Cc1cc(C)n2nc(C(=O)NC(c3ccccc3)c3ccccc3)nc2n1
    1863	1410
71. CC1(C)Cc2nc3sc4c(=O)n(Cc5ccccc5)cnc4c3cc2CS1
    2064	1431
72. CCOc1ccc(C2=Nn3c(nnc3-c3cccnc3)SC2)cc1
    1835	1584
73. CCN(Cc1ccccc1)S(=O)(=O)c1cc(C(=O)NCC2CCCCC2)ccc1OC
    1818	1644
74. CCc1nnc(NC(=O)Cn2nnc(-c3ccccc3F)n2)s1
    1731	1521
75. Cc1ccccc1NC(=O)c1ccc2snnc2c1
    1728	1528
76. CCOc1ccccc1N1CCN(Cc2ccc(OC)c(OC)c2)CC1
    1407	1649
77. CCOC(=O)C1=C(O)/C(=C\c2cccs2)N=C1C
    1997	1698
78. Cc1cc(C)n2nc(SCCC(=O)NCc3ccccc3)nc2n1
    2006	1697
79. Cc1cccc(Nc2nc(N)c([N+](=O)[O-])c(N3CC(C)CC(C)C3)n2)c1 (centres undefined)
    1822	1775
80. Cc1nnc(SCC(=O)N2CCc3ccccc3C2)n1-c1ccccc1
    1827	1532
81. O=S1(=O)N=C(N(CCO)/N=C/c2ccncc2)c2ccccc21
    1713	1563
82. Cc1ccc(C(=O)NS(=O)(=O)c2ccccc2)cc1
    2023	1513
83. O=[N+]([O-])c1cnn(-c2nc(-c3ccccc3)cc(C(F)(F)F)n2)c1
    1803	1461
84. C=CCN(CC=C)C(=O)c1c(OC)cccc1OC
    1742	1573
85. Cc1ccc2[nH]c(=O)c(CN(Cc3ccco3)C(=O)c3ccncc3)cc2c1
    1966	1480
86. Cc1cc(C)c2nc(Cl)c(C3NC(=O)c4ccccc4N3)cc2c1 (centres undefined)
    1425	1462
87. O=C(C1CC1)N1CCc2cc(Br)cc(S(=O)(=O)NCc3ccc4c(c3)OCO4)c21
    2121	1453
88. CC(C)OCCCn1c(NN)nc2ccccc2c1=O
    1694	1408
89. CCCCCCN1CC(O)=C(c2nc3ccccc3[nH]2)C1=N
    1937	1775
90. O=C(NC(=S)N1CCN(c2ccc([N+](=O)[O-])cc2)CC1)c1ccccc1F
    1826	1256

Record cards, from the list above. Order of screens: SRC1 TRFRET art	SRC3 TRFRET art
C=CCN(CC=C)C(=O)c1c(OC)cccc1OC reads 1742	1573
CCOc1ccccc1N1CCN(Cc2ccc(OC)c(OC)c2)CC1 reads 1407	1649
O=[N+]([O-])c1cnn(-c2nc(-c3ccccc3)cc(C(F)(F)F)n2)c1 reads 1803	1461

Next results
Screens in order: SRC1 TRFRET art	SRC3 TRFRET art
91. COc1cc(OC)c(NC(=S)NCc2ccc(F)cc2)cc1Cl
    1893	1593
92. CC(c1ccco1)N(C(=O)c1ccccc1NS(=O)(=O)c1cc([N+](=O)[O-])ccc1Cl)c1ccccn1 (centres undefined)
    1760	1543
93. CCCCc1nn2c(N)c(/C=C3\C=Nc4ccccc43)c(=O)nc2s1
    1670	1614
94. OCC1(Cc2ccccc2)CCN(Cc2ccc(-c3ccco3)cc2)CC1
    1731	1644
95. CC(C)(C)c1ccc(NC(=O)Nc2ccc(F)cc2)cc1
    1738	1776
96. CCOc1cc(/C=N/NC(=O)c2cccs2)cc([N+](=O)[O-])c1O
    1830	1500
97. COc1cc(OC)c(OC)cc1CN1CCCC(C(=O)c2ccccc2SC)C1 (centres undefined)
    1655	1591
98. c1csc(Cc2nn3c(-c4ccncc4)nnc3s2)c1
    1946	1705
99. O=C(O)c1ccc(/C=N/NC(=S)NCCN2CCOCC2)cc1
    1927	1552
100. O=C(O)c1cn(CCOc2ccccc2Cl)c2ccccc12
    1869	1368
101. CCC/C(O)=C1\C(=O)CC(C)(C)CC1=NCCO
    1994	1582
102. CCc1cccc(C)c1NC(=S)NCc1ccccc1
    1674	1569
103. OCCn1c(-c2ccc(F)cc2)csc1=Nc1ccccc1
    1624	1557
104. COc1ccc(C(=O)N/N=C/C2CC=CCC2)cc1OC (centres undefined)
    1776	1561
105. CC(C)C(=O)NC(=S)Nc1ccc(CN2CCOCC2)cc1
    1701	1503
106. Cc1cccc(Sc2nc(-c3ccccc3)ncc2C(=O)O)c1
    1688	1503
107. O=C(CSc1nnc(NC(=O)C2CCCCC2)s1)NCc1ccco1
    1783	1610
108. O=C(CNC(=S)N(Cc1ccccc1)Cc1cccnc1)NC1CCCC1
    1877	1376
109. Cc1ccsc1/C=C(\C#N)C(=O)NCc1ccco1
    1836	1629
110. O=C(CCN1CCN(c2ccccc2)CC1)N/N=C/c1ccc([N+](=O)[O-])o1
    1891	1793
111. CN(CCc1ccccc1)Cc1nc(-c2cnccn2)no1
    1876	1529

Reprinted from the entries so far for reference:
Screens in order: SRC1 TRFRET art	SRC3 TRFRET art
109. Cc1ccsc1/C=C(\C#N)C(=O)NCc1ccco1
    1836	1629
110. O=C(CCN1CCN(c2ccccc2)CC1)N/N=C/c1ccc([N+](=O)[O-])o1
    1891	1793
111. CN(CCc1ccccc1)Cc1nc(-c2cnccn2)no1
    1876	1529

Sorted by molar mass (falling): part of the list above
Screens in order: SRC1 TRFRET art	SRC3 TRFRET art
108. O=C(CNC(=S)N(Cc1ccccc1)Cc1cccnc1)NC1CCCC1
    1877	1376
110. O=C(CCN1CCN(c2ccccc2)CC1)N/N=C/c1ccc([N+](=O)[O-])o1
    1891	1793
106. Cc1cccc(Sc2nc(-c3ccccc3)ncc2C(=O)O)c1
    1688	1503

Screening results as filed in PubChem.

An excerpt; the hit share may differ from the screen's.
